Source: PubChem
Redox H2O2 prof: compounds producing H2O2 with reducing agent – biochemical, NIH compound library profiling, artefact control for MLSCN library redox annotation, primary screen. DTT-dependent redox cycling H2O2, phenol red/HRP absorbance; 100% = 100 µM peroxide control, 0% = buffer. activation, % at 10 µM. actives 0.03% (n = 200,000). AID 878, 2007;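 active = activation of at least 50% relative to the plate's high and low controls in the primary single-dose screen; inactive = activation below 50%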;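 also: compound incubated with DTT at 0.8 mM final as the reducing agent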
TNAP inh noacc: human TNAP enzyme inhibitors, primary screen, biochemical, luminescent, no phosphate acceptor, uHTS; Alkaline phosphatase, tissue-nonspecific isozyme (Homo sapiens), P05186; purified TNAP, CDP-star luminescence, 30 min; inhibition, % at 20 µM; actives 0.26% (n = 200,000);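 active = tissue-nonspecific alkaline phosphatase inhibition above about 50% at 20 µM in the single-dose screen, limit read from the data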;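 also: 0% = DMSO negative control and 100% = EDTA positive control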
Target sequence (P05186 whole entry, looked up): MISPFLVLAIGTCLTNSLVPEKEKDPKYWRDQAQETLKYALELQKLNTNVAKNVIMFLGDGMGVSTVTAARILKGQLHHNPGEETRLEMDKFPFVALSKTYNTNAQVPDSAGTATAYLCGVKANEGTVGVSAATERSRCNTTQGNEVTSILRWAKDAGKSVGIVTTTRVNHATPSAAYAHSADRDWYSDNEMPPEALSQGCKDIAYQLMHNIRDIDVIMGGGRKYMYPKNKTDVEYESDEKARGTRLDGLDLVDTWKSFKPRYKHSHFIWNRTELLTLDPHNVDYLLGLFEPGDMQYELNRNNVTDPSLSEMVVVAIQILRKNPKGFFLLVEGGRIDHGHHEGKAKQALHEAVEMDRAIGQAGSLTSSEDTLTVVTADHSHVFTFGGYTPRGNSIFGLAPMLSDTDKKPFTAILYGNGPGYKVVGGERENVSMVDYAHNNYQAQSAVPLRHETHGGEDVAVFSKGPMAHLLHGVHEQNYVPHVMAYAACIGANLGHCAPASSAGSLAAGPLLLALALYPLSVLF
PMI act hi M6P: human PMI activators, high substrate, primary screen, biochemical, fluorescence intensity, near-saturating mannose 6-phosphate; coupled PMI enzyme assay, resazurin fluorescence, 20 min; stronger effect = higher value; 1 = untreated enzyme, 0 = substrate-free blank; actives 0.34% (n = 190,000); activation factor at 20 µM; Mannose-6-phosphate isomerase (Homo sapiens), P34949;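 active = activation factor of 2 or more at 20 µM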
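test system = human PMI in coupled enzyme assay | medium = HEPES-buffered pH 7.4 with magnesium and detergent | also added = 1.0 mM mannose-6-phosphate substrate with 0.22 mM NADP+ | compound = 20 µM single dose | times = 20 min incubation at room temperature | measured by = resorufin fluorescence (Ex 544/Em 590 nm) from resazurin via diaphorase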
Lmaj promast: Leishmania major promastigote growth inhibition, primary screen; AID 1063, 2008; Leishmania major promastigotes, resazurin fluorescence viability; actives 9% (n = 200,000); inhibition, % at 10 µM; in the data active = inhibition above about 50%;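 also: promastigotes grown with compound for 44 hours at 28 °C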
S1P3 antagonist: S1P3 receptor antagonists, primary screen, cell-based; Sphingosine 1-phosphate receptor 3 (Homo sapiens), Q99500; CHO S1P3 NFAT-BLA reporter, FRET fluorescence, antagonist mode; inhibition, % at 4.98 µM; actives 0.27% (n = 170,000);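 active = inhibition above the plate cutoff, the mean inhibition of test wells on that plate plus 3 SD, cut at about 28% in these data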;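 also: cells challenged with S1P at its EC80 of 0.8 µM; blue over green emission ratio from cleaved BLA substrate after 4 h stimulation; 0% = S1P-stimulated wells and 100% = unstimulated DMSO-only wells; some compounds past the cut are filed as inactive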
Target sequence (Q99500 whole entry, looked up): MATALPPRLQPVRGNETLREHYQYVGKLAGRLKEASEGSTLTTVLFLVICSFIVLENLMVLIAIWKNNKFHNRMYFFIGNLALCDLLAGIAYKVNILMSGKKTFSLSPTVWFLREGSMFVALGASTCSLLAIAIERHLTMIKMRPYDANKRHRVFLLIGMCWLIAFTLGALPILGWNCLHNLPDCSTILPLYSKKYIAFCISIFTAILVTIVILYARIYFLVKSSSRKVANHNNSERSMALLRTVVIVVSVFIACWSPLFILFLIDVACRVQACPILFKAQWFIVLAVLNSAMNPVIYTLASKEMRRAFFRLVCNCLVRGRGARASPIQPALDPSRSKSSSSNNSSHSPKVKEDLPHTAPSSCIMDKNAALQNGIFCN
PMI act: activators of human PMI, primary screen, biochemical, fluorescence intensity, near-Km mannose 6-phosphate | Mannose-6-phosphate isomerase (Homo sapiens), P34949 | actives 0.005% (n = 190,000) | AID 1214, 2008 | purified human PMI, coupled resazurin fluorescence, 20 min; stronger effect = higher value; 1 = vehicle control, 0 substrate-free wells | activation factor at 20 µM;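 active = activation factor of 2 or more at 20 µM, relative to plate controls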
TNAP inh hiacc: human TNAP enzyme inhibitors, primary screen, biochemical, luminescent, high phosphate acceptor level, uHTS; Alkaline phosphatase, tissue-nonspecific isozyme (Homo sapiens), P05186; purified TNAP, CDP-star luminescence, 1 M DEA; inhibition, % at 20 µM; actives 0.03% (n = 200,000); AID 1135, 2008;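 active = over 50% inhibition of tissue-nonspecific alkaline phosphatase at 20 µM in the single-dose screen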;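 also: plate controls were DMSO wells for no effect and EDTA-quenched wells as full inhibition for full effect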
HMGR II inh: inhibitors of E. faecalis class II HMGR, primary screen, biochemical, Enterococcus faecalis; HMG-CoA reductase (Enterococcus faecalis, mvaE); purified E. faecalis HMGR, NADPH absorbance 340 nm kinetic; inhibition, % at 10 µM; actives 0.41% (n = 190,000);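 active = inhibition above a set limit, the median over all tested compounds plus 3 SD, cut at about 9.5% in these data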;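 also: enzyme runs in reverse so mevalonate oxidation gives rising NADPH absorbance; 0% = complete reaction with DMSO and 100% = background rate lacking mevalonate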
Hsp70 act: Hsp70 transcriptional activators, primary screen, cell-based, HeLa, Hsp70 promoter luciferase, luminescence, 10 µM | HeLa Hsp70 promoter luciferase reporter; scaled: vehicle 0, proteasome-inhibitor control 100% | actives 0.04% (n = 200,000) | activation, % at 10 µM | AID 1203, 2008;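 active = activation above the mean across all tested compounds plus 3 SD, cutoff set per campaign, cut at about 5.5% in these data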;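 also: 100% = MG132 at 30 µM as the positive control and 0% = DMSO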
RAM inhibit: inhibitors of the yeast RAM network, primary screen, dse1pr::URA3 reporter, 5-FOA selection; AID 868, 2007; actives 1.8% (n = 190,000); inhibition, % at 50 µM; S. cerevisiae dse1pr::URA3 reporter, 5-FOA growth OD615, 2 d; analog-sensitive cbk1-as2 kinase mutant strain;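 active = inhibition above a set limit, 3 SD over mean compound inhibition, cut at about 8.4% in these data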;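 also: 0% = DMSO-only wells with no growth and 100% = 10 µM 1-NA-PP1 full growth; inhibition rescues growth on 5-FOA so higher OD means more RAM inhibition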
* marks the source's active call; other numbers are inactive results; nt = not tested or not shown.

1	C=Cn1ccnc1P(=S)(c1c(C)nn(-c2ccccc2)c1C)c1nccn1C=C
2	Cc1ccc(N2C(=O)NC(=O)/C(=C/C=C/c3ccco3)C2=O)cc1
3	COc1cc2c(cc1OC)CN(c1ccc([N+](=O)[O-])c(C(F)(F)F)c1)CC2
4	CCCCn1c(O)c(C(C)=NCc2cc(OC)cc(OC)c2)c(=O)[nH]c1=O
5	ON1C2CCCCC2N(O)C1c1ccccc1F (centres undefined)
6	O=C(CN1CCCC1)Nc1ccc(Cl)cc1C(=O)c1ccccc1
7	CN1CCC(N(C)Cc2cccnc2)CC1
8	COc1ccc(N=C(C)c2c(O)n(C)c(=O)n(C)c2=O)c(OC)c1
9	CCOC(=O)c1sc(/N=C/c2c(O)n(-c3ccccc3)c(=O)[nH]c2=O)c(C#N)c1C
10	Cc1nn(Cc2ccccc2Cl)c(Cl)c1C(=O)OC(C(=O)NC(N)=O)C(C)C (centres undefined)
screen / no.	1	2	3	4	5	6	7	8	9	10
Redox H2O2 prof	2.3	-0.1	0.1	0.0	2.7	0.3	-0.6	1.9	-0.1	-0.3
TNAP inh noacc	-10.2	16.9	-40.6	1.1	-6.3	-6.1	-5.9	-9.0	0.1	12.6
PMI act hi M6P	0.9	1.2	1	0.8	1.3	1	1	1	1.2	1.1
Lmaj promast	5.4	83.0*	66.0*	9.8	-0.9	8.6	-2.3	0.1	-1.9	7.0
S1P3 antagonist	nt	0.0	1.7	nt	nt	0.5	nt	-17.5	nt	-4.4
PMI act	1	1.1	0.9	0.8	1.2	1.1	1	1	1.1	1.1
TNAP inh hiacc	-6.6	4.8	7.4	-2.5	0.5	-1.8	-4.3	-2.9	-0.5	-3.6
HMGR II inh	-4.6	-7.8	-7.4	-1.4	1.4	-7.5	-3.0	-1.2	-3.3	2.4
Hsp70 act	-0.4	-0.3	-0.6	-0.3	-0.3	0.0	-0.1	0.0	-0.4	-0.2
RAM inhibit	0.3	5.1	4.0	1.2	-0.3	3.5	-0.1	4.2	0.2	2.3

11	O=[N+]([O-])c1cc(S(=O)(=O)c2ccc(O)c([N+](=O)[O-])c2)ccc1O
12	CN1CCN(c2ccc(NC(=O)C(C)(C)C)cc2)CC1
13	C[C@]12CCC(=O)C(O)=C1CC[C@@H]1[C@@H]2CC[C@]2(C)C(=O)CC[C@@H]12
14	Cc1cccc(N2C(=O)NC(=O)/C(=C\c3cccn3-c3ccc(Cl)cc3)C2=O)c1
15	CSCc1nnc2n1-c1ccc(Cl)cc1C(c1ccccc1)=NC2
16	CCN1c2nc3c(C)cccn3c(=O)c2CC2(C(=O)N(C)C(=O)N(C)C2=O)C1C (centres undefined)
17	Cc1cccc(N2C(=O)NC(=O)/C(=C\c3cc(C)n(-c4sc5c(c4C#N)CCCC5)c3C)C2=O)c1C
18	CCOC(=O)c1ccc(N2C(=O)CC(N3CCC(C#N)(c4ccccc4)CC3)C2=O)cc1 (centres undefined)
19	CCn1c(=O)n(CC(=O)N2CCC3(CC2)OCCO3)c(=O)c2ccccc21
20	Cc1nn(Cc2ccccc2Cl)c(C)c1C(=O)OCC(=O)NC1CCCC(C)C1C (centres undefined)
screen / no.	11	12	13	14	15	16	17	18	19	20
Redox H2O2 prof	0.0	-1.1	0.0	6.0	0.3	0.8	0.0	0.4	-0.8	-0.8
TNAP inh noacc	24.0	-4.1	-8.9	-2.4	-16.6	-9.1	6.6	-12.4	-8.8	-10.5
PMI act hi M6P	0.6	1	0.9	1.1	1.1	0.9	1	0.9	1	1
Lmaj promast	20.0	-5.4	2.7	46.7	94.4*	-1.0	-2.7	-8.9	0.3	10.7
S1P3 antagonist	-8.7	nt	-1.1	nt	2.4	-25.6	0.7	-8.1	-1.4	6.5
PMI act	1	1	0.9	1	1.1	0.9	0.9	0.9	1	0.9
TNAP inh hiacc	1.9	1.5	-4.2	-0.2	2.1	-1.8	0.2	-2.8	-4.0	-5.4
HMGR II inh	3.1	-0.4	3.1	-0.3	-0.9	0.0	-11.1	-2.5	-5.0	-2.9
Hsp70 act	-0.1	-0.2	-0.3	0.1	-0.5	-0.1	-0.3	0.0	-0.3	-0.4
RAM inhibit	4.3	1.7	0.7	4.0	0.1	0.8	3.8	1.5	2.2	3.2

Brought forward from above: two compounds, then new ones.
19	CCn1c(=O)n(CC(=O)N2CCC3(CC2)OCCO3)c(=O)c2ccccc21
20	Cc1nn(Cc2ccccc2Cl)c(C)c1C(=O)OCC(=O)NC1CCCC(C)C1C (centres undefined)
21	O=C(CN1CCCC1=O)NCCc1ccccc1
22	CN(C(=O)Oc1ccc(Cl)c2cccnc12)c1ccccc1
23	CC(C)(C)C(O)C(Oc1ccc(Cl)cc1)n1cncn1 (centres undefined)
24	C[C@H]1O[C@@H](O[C@H]2[C@@H](O)C[C@H](O[C@H]3[C@@H](O)C[C@H](O[C@H]4CC[C@@]5(C)[C@H](CC[C@@H]6[C@@H]5CC[C@]5(C)[C@@H](C7=CC(=O)OC7)CC[C@]65O)C4)O[C@@H]3C)O[C@@H]2C)C[C@H](O)[C@@H]1O
25	CCOP(=O)(OCC)C(NC(=O)CC(C)C)C(Cl)(Cl)Cl (centres undefined)
26	O=C1CN=C(c2ccccc2)c2oc3ccc(Br)cc3c2N1
27	CNCC(O)c1ccc(O)cc1 (centres undefined)
28	CCC(C)N1Cc2ccccc2C1=N (centres undefined)
29	O=C(c1ccco1)C12CN3CN(CN(C3)C1)C2
30	Cc1cc(N)n(C2CCN(C)CC2)n1
screen / no.	19	20	21	22	23	24	25	26	27	28	29	30
Redox H2O2 prof	-0.8	-0.8	-0.1	0.3	0.5	-0.1	0.4	-3.4	0.5	-4.7	2.1	2.8
TNAP inh noacc	-8.8	-10.5	-6.7	-2.7	-10.3	-8.8	-4.4	-7.4	-10.4	-0.3	-13.3	-8.1
PMI act hi M6P	1	1	1	1	0.9	1	1	1	0.9	1	1	0.9
Lmaj promast	0.3	10.7	-2.6	53.5*	82.1*	-8.4	0.0	14.5	-4.4	9.4	-2.1	-1.9
S1P3 antagonist	-1.4	6.5	-11.8	-3.5	-6.7	-30.5	7.1	21.2	-9.9	nt	nt	12.4
PMI act	1	0.9	1	1	0.8	1.1	1	1	0.9	1.1	1.1	0.9
TNAP inh hiacc	-4.0	-5.4	-3.5	-1.4	-4.4	-4.8	-0.5	-4.0	-2.5	-5.6	-3.4	-5.1
HMGR II inh	-5.0	-2.9	1.6	-4.2	0.8	-5.8	-4.1	-3.3	3.9	2.1	-4.9	-4.8
Hsp70 act	-0.3	-0.4	-0.3	-0.2	0.1	-0.4	-0.1	-0.3	0.3	-0.1	0.0	-0.3
RAM inhibit	2.2	3.2	0.4	1.1	-0.9	-0.7	-0.1	4.4	1.4	1.8	0.6	0.4

31	CC(C)CN(C(=O)CN1CC=C(c2ccccc2)CC1)c1c(N)n(CC(C)C)c(=O)[nH]c1=O
32	CN(C)CC1CSCCC1(O)c1ccccc1Cl (centres undefined)
33	CC(/C=C(\C)Nc1ccccc1)=Nc1ccccc1
34	COc1cc(/C=C2\C(=O)NC(=O)N(CCc3ccc(F)cc3)C2=O)ccc1O
35	C[C@H]1CCCC(=O)CCCCCc2cc(O)cc(O)c2C(=O)O1
36	O=C(Cc1ccccc1)N1CCN(C2CCCCCC2)CC1
37	Cc1cccc(N2C(=O)NC(=O)/C(=C\c3cnc(-c4ccccc4)nc3)C2=O)c1
38	CSc1ncc(Cl)c(C(=O)O)n1
39	CN(C)[C@@H]1C(=O)C(C(N)=O)=C(O)[C@@]2(O)C(=O)C3=C(O)c4c(O)ccc(Cl)c4[C@@](C)(O)C3C[C@@H]12 (some centres undefined)
40	NC1=Nc2ccccc2Oc2ccccc21
41	CCc1ccc(C(=O)C23CN4CN(CN(C4)C2)C3)cc1
42	COc1ccc(N2C(=O)CC(N3CCC(n4c(=O)[nH]c5ccccc54)CC3)C2=O)cc1 (centres undefined)
43	O=c1[nH]cc(COCC(F)(F)C(F)(F)C(F)(F)F)c(=O)[nH]1
screen / no.	31	32	33	34	35	36	37	38	39	40	41	42	43
Redox H2O2 prof	-0.9	1.2	-2.2	0.6	-0.8	0.0	-0.1	1.8	0.2	1.0	0.6	0.3	-0.1
TNAP inh noacc	0.0	-10.5	7.0	38.5	-8.2	-3.7	-24.3	-7.8	-4.8	-8.4	-3.4	-4.2	-23.9
PMI act hi M6P	0.8	1.1	1.4	1	0.9	0.9	1.2	1	0.8	1	1	1	1.1
Lmaj promast	-5.3	1.9	-3.8	-3.2	-0.1	64.8*	-3.7	-4.9	-4.6	9.2	-4.7	-4.6	3.0
S1P3 antagonist	-12.5	nt	-7.7	1.1	-7.1	-61.7	-11.1	nt	7.3	nt	nt	nt	1.4
PMI act	1	1.1	1.6	1	0.9	1	1	1	1.2	1.1	1.1	1	1
TNAP inh hiacc	-3.7	-1.9	-2.8	2.6	-1.3	-4.0	-3.0	-2.4	-0.3	-0.8	2.1	-6.5	-4.5
HMGR II inh	-6.0	-4.8	-2.3	-3.0	3.0	-2.1	-7.6	0.7	-3.5	1.0	12.2*	0.2	2.2
Hsp70 act	-0.2	-0.3	-0.2	-0.3	-0.4	0.1	0.1	-0.1	-0.4	-0.5	-0.3	-0.3	-0.4
RAM inhibit	0.6	0.8	-0.5	-0.8	1.7	3.9	-0.4	0.7	0.6	-0.8	1.3	1.0	-0.3

Whole records, looked up by structure. Order of values: Redox H2O2 prof	TNAP inh noacc	PMI act hi M6P	Lmaj promast	S1P3 antagonist	PMI act	TNAP inh hiacc	HMGR II inh	Hsp70 act	RAM inhibit
O=c1[nH]cc(COCC(F)(F)C(F)(F)C(F)(F)F)c(=O)[nH]1 is entered as -0.1	-23.9	1.1	3.0	1.4	1	-4.5	2.2	-0.4	-0.3
CN(C)CC1CSCCC1(O)c1ccccc1Cl (centres undefined) is entered as 1.2	-10.5	1.1	1.9	nt	1.1	-1.9	-4.8	-0.3	0.8

The list is partial; the hit share may differ from the screen's.
